tim10-1 inh – growth inhibitors of tim10-1 mutant yeast. hit rate 2.2% among 330,000. S. cerevisiae tim10-1 ts strain growth, BacTiter-Glo, 24 h. inhibition, % at 20 µM;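 active = inhibition of at least 40%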;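 note: mutant grown at 25 °C; 0% = DMSO wells with yeast and 100% = wells holding no yeast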
Mdm2-MdmX inh – disrupts the human Mdm2-MdmX interaction. O15151+Q00987. SaOS-2 split-luciferase Mdm2/MdmX complementation, luminescence. inhibition, % at 8 µM. hit rate 3% among 330,000. AID 485346;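 active = inhibition of at least 50% at 8 µM in the primary screen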
Target sequence (O15151 whole entry, looked up): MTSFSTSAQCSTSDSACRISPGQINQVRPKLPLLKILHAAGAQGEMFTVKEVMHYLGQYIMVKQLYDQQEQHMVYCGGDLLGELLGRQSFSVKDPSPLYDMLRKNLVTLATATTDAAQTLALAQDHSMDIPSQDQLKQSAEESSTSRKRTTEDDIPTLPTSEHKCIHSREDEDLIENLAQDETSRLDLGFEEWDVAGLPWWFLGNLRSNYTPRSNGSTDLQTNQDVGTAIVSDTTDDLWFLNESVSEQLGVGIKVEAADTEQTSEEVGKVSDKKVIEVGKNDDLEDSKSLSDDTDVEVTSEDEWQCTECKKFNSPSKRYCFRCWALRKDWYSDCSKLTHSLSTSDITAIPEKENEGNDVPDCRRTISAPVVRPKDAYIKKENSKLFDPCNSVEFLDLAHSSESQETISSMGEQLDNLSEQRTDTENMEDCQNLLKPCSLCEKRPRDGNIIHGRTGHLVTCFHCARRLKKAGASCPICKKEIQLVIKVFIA
Target sequence (Q00987 whole entry, looked up): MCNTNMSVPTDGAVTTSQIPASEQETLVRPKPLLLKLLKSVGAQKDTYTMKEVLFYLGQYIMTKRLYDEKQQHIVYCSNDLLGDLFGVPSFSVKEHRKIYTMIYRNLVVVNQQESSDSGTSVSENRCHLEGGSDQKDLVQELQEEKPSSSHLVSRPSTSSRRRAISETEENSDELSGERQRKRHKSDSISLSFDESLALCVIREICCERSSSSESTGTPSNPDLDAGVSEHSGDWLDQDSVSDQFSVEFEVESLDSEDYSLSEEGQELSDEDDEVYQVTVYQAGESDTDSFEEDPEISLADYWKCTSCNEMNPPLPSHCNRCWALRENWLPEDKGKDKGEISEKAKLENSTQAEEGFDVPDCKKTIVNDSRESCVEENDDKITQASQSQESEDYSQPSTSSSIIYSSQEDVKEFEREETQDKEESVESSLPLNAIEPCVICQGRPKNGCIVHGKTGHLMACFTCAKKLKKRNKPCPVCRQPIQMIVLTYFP
CHOP UPR activ – apoptotic UPR (CHOP) activation. activation, % at 10 µM. AID 449763. hit rate 0.34% among 330,000. CHO-CHOP luciferase reporter, luminescence; percent of tunicamycin response over DMSO baseline;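 active = at 10 µM dose, activation of 40% or more, normalized to positive control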;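 note: 100% = tunicamycin at 10 µg/mL and 0% = DMSO alone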
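Dosing – one dose, 10 µM in 0.5% DMSO · System – CHO-CHOP cells, stable luciferase reporter of PERK-eIF2a-CHOP signalling · Input – 500 cells/well · Control set – tunicamycin 10 µg/mL final as positive, DMSO-only wells as negative · Timing – 6 h compound treatment, 37 °C · Measure – % activation vs tunicamycin · Technique – luminescence read with Steady-Glo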
TIM10 inh – inhibits growth of TIM10 yeast strain; hit rate 1.4% among 330,000; S. cerevisiae TIM10 strain growth, BacTiter-Glo luminescence, 24 h; inhibition, % at 10 µM;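 active = inhibition of 40% or more at the single tested concentration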;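 note: wild-type TIM10 isogenic control strain grown at permissive 25 °C; 0% = DMSO yeast wells and 100% = minimal medium wells without yeast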
UPR XBP1 act – adaptive UPR (XBP1) activation | activation, % at 20 µM | CHO-XBP1 luciferase reporter, IRE1-XBP1 UPR activation, luminescence; percent of tunicamycin response, DMSO as zero | hit rate 0.33% among 330,000;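 active = versus positive control, 20 µM dose yields 30% or more activation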;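 note: 100% = tunicamycin at 10 µg/mL and 0% = DMSO only wells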
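Assay system: CHO-XBP1 luciferase reporter cells; Schedule: 6 h treatment, 37 °C; Detection: glow luminescence from Steady-Glo reagent; Benchmarks: high control tunicamycin 10 µg/mL final, low control DMSO vehicle only.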
Jurkat NFkB inh – lowers PMA/ionomycin-induced NF-kB signal in Jurkat cells; hit rate 0.53% among 330,000; PMA/ionomycin-induced NF-kB luciferase reporter, luminescence; inhibition, % at 4 µM; in the data active = inhibition above about 50%
tim23-1 inh – growth inhibitors of tim23-1 mutant yeast; hit rate 1.3% among 330,000; S. cerevisiae tim23-1 growth, BacTiter-Glo luminescence, 24 h; AID 463212; inhibition, % at 20 µM;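 active = growth inhibition of the mutant yeast at or above 50%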;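 note: temperature-sensitive mutant grown at 25 °C; plate controls were DMSO-treated mutant yeast for no effect and medium wells lacking yeast for full effect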
697 NFkB inh – lowers PMA/ionomycin-induced NF-kB signal in 697 B cells; 697 B-cell NF-kB luciferase reporter, 16 h; inhibition, % at 4 µM; hit rate 0.33% among 330,000; AID 435022; in the data active = inhibition above about 35%
* = called active by the depositor.

SMILES | tim10-1 inh | Mdm2-MdmX inh | CHOP UPR activ | TIM10 inh | UPR XBP1 act | Jurkat NFkB inh | tim23-1 inh | 697 NFkB inh
CC1CCN(C(=O)CSc2nnc(-c3ccc(S(=O)(=O)N4CCOCC4)cc3)n2C)CC1 | -10 | -20 | -2.1 | 1 | -2 | -3 | -6 | -5
NC(=S)NC(=O)/C=C/c1ccccc1 | 26 | 0 | 1.3 | 2 | -2 | 0 | -1 | 3
COc1ccc(CC(NC(C)=O)C(=O)NC2CCN(C(=O)c3cnccn3)CC2)cc1 (stereo not drawn) | 6 | 12 | 1.0 | -5 | -2 | 6 | 9 | -10
COc1ccc(N(CC(=O)NCc2ccc3c(c2)OCO3)C(=O)c2csnn2)cc1 | -11 | 4 | 5.0 | -15 | 2 | -3 | 1 | -7
CCOC(=O)C1CCCN(C(=O)c2cccc(N3C(=O)c4ccccc4C3=O)c2)C1 (stereo not drawn) | -1 | 22 | -1.0 | -2 | 0 | -16 | 10 | 7
Cc1ccccc1Nc1nc(N)nc(CSc2nnc(-c3ccccc3)n2C)n1 | 0 | 8 | -0.4 | -2 | -4 | -18 | 13 | 7
Cc1cc(C)c(S(=O)(=O)N2CCC3(CC2)OCCN3S(=O)(=O)c2cccs2)c(C)c1 | 10 | 16 | 1.8 | -5 | 0 | 15 | 24 | -13
CNC(=O)c1sc(-c2cccnc2)nc1C | 10 | 5 | -0.9 | -4 | -2 | -5 | 18 | -5
O=C(Nc1ccccc1)C1=C[C@H](c2ccc3c(c2)OCO3)C[C@H](OCc2ccc(CO)cc2)O1 | 12 | 15 | 3.2 | 2 | 0 | -29 | 23 | 16
CN/N=C/c1ccc(C#N)cc1 | 14 | -7 | -0.5 | 2 | 1 | -8 | 4 | 9
CC(=O)Nc1nonc1NC(C)=O | 9 | -21 | 1.6 | -13 | -2 | -8 | 1 | 24
COc1cc(OC)c2c(c1)C(=O)OC2OC (stereo not drawn) | -24 | -13 | -3.0 | -8 | 0 | -2 | -4 | -1
Cc1cccc(-c2nnc(-c3ccccc3)o2)c1 | 13 | -20 | 3.7 | 14 | 0 | -93 | 25 | -126
CCOc1ccc(NC(=O)CCNS(=O)(=O)c2cccc3nsnc23)cc1 | -6 | -3 | 2.2 | 16 | 4 | 14 | 4 | 16
COc1ccccc1C(=O)Nc1ccc2c(c1)nc1n2CCN(Cc2ccccc2)C1 | -24 | 19 | -0.3 | 14 | -5 | 4 | 28 | 9
Cc1cccc(NC(=O)Cn2c(C)c(C#N)c3ccccc32)c1C | 18 | 4 | 4.3 | 6 | -1 | 6 | -9 | 7
Cc1c(NC(=O)C(C)N2C(=O)c3ccccc3C2=O)c(=O)n(-c2ccccc2)n1C (stereo not drawn) | 2 | 37 | -0.8 | -1 | -3 | -13 | -18 | 11
Cc1c(NC(=S)NC(=O)C2CCCCC2)c(=O)n(-c2ccccc2)n1C | 1 | -3 | 1.8 | 11 | -2 | 10 | 2 | 6
COc1ccc(CCNc2cc(C)[nH]c(=O)c2)cc1OC | -16 | -18 | 0.0 | 11 | 0 | -7 | 13 | -15
CC(C)OCCCNc1ccc(N2C(=O)CCCC2=O)cc1[N+](=O)[O-] | -9 | -20 | 1.1 | 5 | 7 | 12 | 15 | -2

Reprinted from the part before: 2 entries, followed by the next part.
SMILES | tim10-1 inh | Mdm2-MdmX inh | CHOP UPR activ | TIM10 inh | UPR XBP1 act | Jurkat NFkB inh | tim23-1 inh | 697 NFkB inh
COc1ccc(CCNc2cc(C)[nH]c(=O)c2)cc1OC | -16 | -18 | 0.0 | 11 | 0 | -7 | 13 | -15
CC(C)OCCCNc1ccc(N2C(=O)CCCC2=O)cc1[N+](=O)[O-] | -9 | -20 | 1.1 | 5 | 7 | 12 | 15 | -2
Cc1cc(C)c2c(-n3cccc3)c(C(=O)NNS(=O)(=O)c3ccc(Br)cc3)sc2n1 | 41* | 8 | 0.3 | 41* | 1 | -41 | 49 | -49
COc1ccc(N2CCN(C(=O)C3CCCN(S(=O)(=O)c4ccc5c(c4)oc(=O)n5C)C3)CC2)cc1 (stereo not drawn) | 11 | 1 | -0.6 | 12 | -6 | 25 | 8 | -4
Cc1ccc(N(CN2CCCC2=O)C(=O)c2ccc(OC(C)C)cc2)cc1 | 29 | -6 | -0.5 | 7 | 0 | -10 | 23 | -6
CC(=O)c1ccc(N2CCN(C(=S)Nc3cccc(Cl)c3)CC2)cc1 | 9 | 34 | 2.7 | 1 | 1 | 13 | 96* | 1
O=C(CC1CCCCC1)NCc1ccccc1Cl | 3 | -105 | 2.8 | -1 | -3 | -67 | 11 | -69
O=C(CN1CCN(c2ccccn2)CC1)Nc1ccc(OC(F)(F)F)cc1 | 21 | 19 | 0.7 | 2 | -4 | 2 | 17 | 15
S=C(Nc1ccc2nc(-c3ccccn3)c(-c3ccccn3)nc2c1)N1CCCCC1 | 16 | 11 | 0.2 | 12 | -3 | 6 | 26 | 14
COC(=O)C1=C(C)N(CCCC(=O)O)C(=O)NC1c1ccccc1Cl (stereo not drawn) | -7 | 12 | 1.3 | 6 | -2 | 21 | 4 | 17
COc1ccccc1NC(=O)C(C)N1C(=O)C2CCCCC2C1=O (stereo not drawn) | 6 | 8 | -0.6 | 0 | 1 | -19 | -5 | -7
COc1ccc(N2CC(=O)N(c3ccccc3)C2=S)cc1 | 30 | 12 | 0.0 | 30 | 0 | -5 | 44 | -14
O=C(Nc1cccnc1Oc1ncnc2cc(Cl)ccc12)c1ccc(F)cc1 | 4 | 6 | 0.7 | -11 | -1 | -13 | 12 | 2
O=c1cc(NCc2ccccc2)nc2ccccn12 | 14 | 11 | 1.0 | 18 | 1 | -14 | 0 | -10
COc1ccc(OC)c(NC(=O)[C@@]2(CC(=O)O)CC(/C=C/c3ccccc3)=NO2)c1 | 5 | 16 | 0.5 | 15 | 3 | 5 | 31 | 2
O=C(COc1ccc(S(=O)(=O)NC2CCCCC2)cc1)N1CCN(c2cccc(Cl)c2)CC1 | 46* | 20 | 4.6 | 18 | 0 | 20 | 25 | -16
COc1ccc(C(=O)Oc2cc(N)n(S(=O)(=O)c3ccccc3)n2)cc1 | 40* | 11 | 0.3 | 21 | -1 | -9 | 19 | 0
O=C(Nc1cccs1)OCCN1CCN(Cc2ccccc2)CCC1=O | -18 | -21 | -1.9 | -1 | -2 | 3 | -6 | 6
Cc1c(C(=O)OCC(=O)NCc2ccc3c(c2)OCO3)cccc1[N+](=O)[O-] | 16 | 5 | -0.6 | -3 | -3 | 6 | 4 | 2
O=C(CN1CCCC1c1cccs1)Nc1cccc(S(=O)(=O)N2CCCC2)c1 (stereo not drawn) | -5 | -14 | -0.3 | -38 | -1 | 3 | 27 | 5
COc1ccc(C=C(C#N)C#N)c(CSc2ccccn2)c1 | 38 | 13 | 1.9 | 16 | -1 | 11 | 31 | 8
CC(=O)c1cc2c(cc1N)OCO2 | 4 | 6 | -1.4 | 8 | -1 | -5 | 0 | 2

The last two entries of the part before are carried over, then new ones follow:
SMILES | tim10-1 inh | Mdm2-MdmX inh | CHOP UPR activ | TIM10 inh | UPR XBP1 act | Jurkat NFkB inh | tim23-1 inh | 697 NFkB inh
COc1ccc(C=C(C#N)C#N)c(CSc2ccccn2)c1 | 38 | 13 | 1.9 | 16 | -1 | 11 | 31 | 8
CC(=O)c1cc2c(cc1N)OCO2 | 4 | 6 | -1.4 | 8 | -1 | -5 | 0 | 2
COc1cccc(-n2c(=S)sc3c(=O)n(-c4ccccc4C)c(SCC(=O)O)nc32)c1 | 7 | -14 | -0.5 | 8 | -6 | 6 | 1 | 4
COc1ccc(CN(C(=O)c2oc3cc(C)c(C)cc3c2C)C2CCS(=O)(=O)C2)cc1OC (stereo not drawn) | 20 | 31 | 0.0 | 13 | 6 | 12 | 30 | -8
COCCn1c(SCc2c(F)cccc2Cl)nc2c1c(=O)[nH]c(=O)n2C | 19 | 11 | -0.8 | 4 | 3 | 11 | 15 | 25
O=c1nc(-c2ccccc2)c2ccccc2[nH]1 | 16 | 14 | -0.4 | 11 | -2 | 13 | 14 | 1
COc1ccc(CNC(=O)CCN2C(=O)c3ccncc3C2=O)cc1OC | 11 | -6 | -0.1 | -15 | 3 | 7 | 2 | 25
CC1(C)CC[C@]2(CO)CC[C@]3(C)C(=CCC4[C@@]5(C)CC[C@H](O)[C@@](C)(CO)C5CC[C@]43C)[C@@H]2C1 (stereo partly drawn) | 16 | 27 | -1.1 | 0 | 0 | 0 | 19 | 1
CN(C)C(CNC(=O)CCc1nc2ccccc2s1)c1ccccc1 (stereo not drawn) | 7 | 13 | 1.5 | -4 | -4 | -4 | 6 | 15
Cc1cc(C)n(CC(O)COc2ccccc2Br)n1 (stereo not drawn) | 24 | -1 | 2.2 | 8 | -3 | -13 | 10 | -7
Nn1c(SCC(=O)Nc2nccs2)nncc1=O | 2 | -23 | -1.9 | 5 | -2 | 18 | 2 | 1
O=C(CCc1nc(-c2ccccc2)c(-c2ccccc2)o1)OCc1ccc(Cl)cc1 | 20 | 13 | -0.4 | -17 | -2 | 8 | 7 | 16
COc1ccc(OC)c(NC(=O)CCN2CCN(CCO)CC2)c1 | -5 | 16 | -0.9 | -5 | -6 | -17 | -6 | 13
OCc1ccc(OCCCOc2cccc3cccnc23)cc1 | 14 | 12 | 0.9 | 1 | -3 | -50 | 35 | -47
O=C(NCC1CCCCC1)c1ccco1 | 7 | 25 | -0.3 | -6 | -2 | 14 | -16 | 8
COc1ccc(-c2c(C)nn3c(N4CCCCCC4)cc(C)nc23)cc1OC | 33 | 12 | 2.3 | 34 | 0 | 4 | 54* | -22
CSc1ccc(CCNS(=O)(=O)c2csc(C(N)=O)c2)cc1 | 21 | -1 | 1.5 | 7 | -1 | 12 | 15 | -10
CC(C)NC(=O)N(C)C[C@H]1Oc2ccc(NC(=O)Cn3cnnn3)cc2C(=O)N([C@H](C)CO)C[C@@H]1C | 9 | 3 | -0.6 | -2 | -1 | 6 | 12 | 10
CCCNC(=O)c1cccc(COCC(F)(F)C(F)F)c1 | 16 | 26 | -3.4 | 11 | 2 | 15 | 10 | 8
O=C(c1ccccc1)N(Cc1cccc(Br)c1)C1CCS(=O)(=O)C1 (stereo not drawn) | 22 | -7 | 1.2 | 11 | -1 | 7 | 22 | 1
O=C(Nc1ccc(Cl)c(C(F)(F)F)c1)[C@@H]1CC=C[C@@H]2CCN(C3CC3)C(=O)[C@@H]21 | 35 | -18 | 1.2 | 32 | -2 | 0 | 38 | 12
CCOC(=O)N1CCN(C(=O)CN(C2CCCCC2)S(C)(=O)=O)CC1 | 12 | 3 | -3.5 | 7 | 0 | 5 | 9 | 16

Marked active in TIM10 inh, of those listed so far:
SMILES | Mdm2-MdmX inh | TIM10 inh | UPR XBP1 act | Jurkat NFkB inh | 697 NFkB inh
Cc1cc(C)c2c(-n3cccc3)c(C(=O)NNS(=O)(=O)c3ccc(Br)cc3)sc2n1 | 8 | 41* | 1 | -41 | -49

Next section.
SMILES | tim10-1 inh | Mdm2-MdmX inh | CHOP UPR activ | TIM10 inh | UPR XBP1 act | Jurkat NFkB inh | tim23-1 inh | 697 NFkB inh
Cc1ccc(-n2nc3c(=O)n(CCCC(=O)N4CCC(C(N)=O)CC4)nc(C)c3c2C)cc1 | -12 | 2 | -1.3 | 4 | -4 | 3 | -4 | 12
Fc1ccc(/C=N/Nc2nc3ccccc3[nH]2)cc1F | -49 | -5 | 4.2 | -55 | -2 | -48 | -41 | -24
CSc1ccc(C(=O)C2CCCN(C(=O)CCc3cnn(C)c3)C2)cc1 (stereo not drawn) | 12 | 13 | -0.1 | 0 | -5 | -17 | 9 | 3
CC(C)(C)C(=O)Nc1nnc(SCC(=O)Nc2ccc3c(c2)OCO3)s1 | 1 | -34 | 2.7 | 6 | 3 | 10 | 5 | -13
CC(=O)N/C(N)=N/c1nc2cc([N+](=O)[O-])ccc2o1 | -9 | 15 | 8.7 | 7 | 3 | -9 | -1 | -33

Screens as filed in PubChem BioAssay.
